ALOX12 inhib – qHTS Assay for Inhibitors of 12-hLO (12-human lipoxygenase). Polyunsaturated fatty acid lipoxygenase ALOX12 (Homo sapiens), P18054. purified 12-hLO, xylenol orange hydroperoxide absorbance. Potency, µM (titrated, usually from 57.1 µM), without a hit: at the highest dose activity change, negative = inhibition, most hits filed as inhibitors. 150,000 tested, 0.12% active. AID 1452, 2008; also: potency is read from the fitted curve at half-maximal effect; nearly all actives have a fitted effect of over 55% in size; many of its hits are not listed in these tables
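Purified human 12hLO (150 nM), preincubated 15 min with compound, then 40 uM arachidonic acid for 30 min, room temperature, Hepes pH 7.0 with 0.01% Triton X-100. Hydroperoxide detected by ferrous iron/xylenol orange; 573/405 nm absorbance ratio gives reaction progress.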
15-hLO-2 inh – qHTS Assay for Inhibitors of 15-hLO-2 (15-human lipoxygenase 2); Polyunsaturated fatty acid lipoxygenase ALOX15B (Homo sapiens), O15296; purified 15hLO-2, xylenol orange hydroperoxide absorbance; Potency, µM (series often up to 57.1 µM), inactives show at the top dose activity change, negative = inhibition, most hits filed as inhibitors; 110,000 tested, 0.56% active; also: potency is read from the fitted curve at half-maximal effect; nearly all actives have a fitted effect of over 60% in size; many of its hits are not listed in these tables
Target sequence (O15296 whole entry, looked up): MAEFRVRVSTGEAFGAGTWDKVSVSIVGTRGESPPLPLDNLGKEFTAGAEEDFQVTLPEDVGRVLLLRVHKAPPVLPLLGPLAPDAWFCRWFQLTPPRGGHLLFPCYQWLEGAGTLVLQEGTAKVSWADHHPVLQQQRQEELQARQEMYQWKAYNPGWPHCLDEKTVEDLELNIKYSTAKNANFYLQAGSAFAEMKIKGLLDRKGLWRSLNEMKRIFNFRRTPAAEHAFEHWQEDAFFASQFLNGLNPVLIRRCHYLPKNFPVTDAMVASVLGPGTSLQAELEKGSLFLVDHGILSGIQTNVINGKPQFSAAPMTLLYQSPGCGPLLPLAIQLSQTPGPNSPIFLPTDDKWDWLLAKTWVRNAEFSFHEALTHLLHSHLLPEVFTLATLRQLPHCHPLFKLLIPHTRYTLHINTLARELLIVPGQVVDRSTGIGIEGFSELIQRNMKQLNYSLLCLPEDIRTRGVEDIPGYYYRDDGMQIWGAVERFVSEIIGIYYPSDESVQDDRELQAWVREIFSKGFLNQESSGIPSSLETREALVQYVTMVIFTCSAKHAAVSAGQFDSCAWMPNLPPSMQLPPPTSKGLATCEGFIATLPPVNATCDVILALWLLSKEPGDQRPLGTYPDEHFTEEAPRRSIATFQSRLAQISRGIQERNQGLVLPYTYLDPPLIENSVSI
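Enzyme 50 nM, AA 45 uM, 25 mM Hepes pH 7.5 + 0.01% Triton X-100; cpd preinc 15 min RT, rxn 90 min RT; stop/detect with 200 uM XO + 300 uM Fe(II) in 50 mM H2SO4, 30 min; A573/A405.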
PNC inhibitor – High Content Assay for Compounds that inhibit the Assembly of the Perinucleolar Compartment; activity change (PNC), negative = inhibition, % at 10 µM; 140,000 tested, 3.1% active; PC3M PTB-GFP, PNC prevalence imaging, 16 h; hits give low values; AID 2417, 2010;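 active = readout at or below -70, meaning at least 70% loss of cells showing the perinucleolar compartment, a nuclear body marking cancer cells; inconclusive = readout between -30 and a set limit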;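 also: plate controls were DMSO wells for no effect and camptothecin positive control wells for full effect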
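Compounds are pinned in duplicate onto adhered PC3M cells stably expressing GFP-tagged PTB and incubated 16 h at 37 C. Cells are then fixed, nuclei stained with Hoechst, and PNC-positive cells counted.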
IMPase cell inh – qHTS Assay for Identifying the Cell-Membrane Permeable IMPase Inhibitors; Inositol monophosphatase 1 (Rattus norvegicus), P97697; CHO-M1 cells, IP1 accumulation, HTRF TR-FRET ratio; inhibition (IP1 accumulation), % at 46.1 µM; 120,000 tested, under 10 active; AID 901, 2007; active = well fitted curve in the direction sought with a large enough effect in the signal ratio, not every such curve was filed as active; inconclusive = small, poorly fitted or top-dose-only effect, or a change in a side signal; inactive = no such curve, though single readings can be large or run the other way; the % refers to the signal ratio;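 also: cells stimulated with carbachol in lithium chloride buffer; plate controls were DMSO basal wells for no effect and reference inhibitor wells for full effect; higher means more IMPase inhibition seen as more IP1 and lower FRET ratio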
Target sequence (P97697 whole entry, looked up): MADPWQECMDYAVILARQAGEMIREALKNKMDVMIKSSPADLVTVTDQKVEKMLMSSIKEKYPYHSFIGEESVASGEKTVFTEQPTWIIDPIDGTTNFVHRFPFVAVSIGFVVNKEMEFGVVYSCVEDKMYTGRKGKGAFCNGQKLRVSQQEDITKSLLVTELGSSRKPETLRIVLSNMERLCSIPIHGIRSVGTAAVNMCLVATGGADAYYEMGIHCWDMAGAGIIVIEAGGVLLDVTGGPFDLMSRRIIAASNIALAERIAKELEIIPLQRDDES
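CHO-M1, 2000 cells/well, cultured 16–30 h; cpd up to 46 uM; carbachol (50 uM solution, stimulation buffer w/ 50 mM LiCl, pH 7.4), 30 min 37C; IP-One TR-FRET, 10 min RT; Ex 320/Em 665, 620; Hill-fit AC50.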
Numbers without * were called inactive; ? = inconclusive; nt = no result given; [ ] = remark or other dose. Unless noted, calls follow the shape of the dose curve; as a rule, active = well fitted curve in the direction sought with a large enough effect; inconclusive = small, poorly fitted or top-dose-only effect, or another doubt; inactive = no such curve, though single readings can be large; an effect the other way counts as inactive or inconclusive. Unless noted, % is scaled to controls: 0 for no effect and ±100 for the full control effect. Some of the compounds tested; count on the stated rates, not on these rows.

smiles	ALOX12 inhib	15-hLO-2 inh	PNC inhibitor	IMPase cell inh
CCn1cc(/C=N/NC(=O)c2ccc(C#N)cc2F)c2ccccc21	-2%	3%	?	-2
Cc1cc(/C=C2/SC(=O)N(CC(=O)N3CCOCC3)C2=O)c(C)n1-c1ccccc1F	-4%	nt	43	-3
CCOc1ccc(CC(=O)N2CCN(c3ccc(N4CCOCC4)nn3)CC2)cc1OCC	3%	-2%	21	0
COc1cccc(N2CCN(Cc3nc(N)nc(Nc4ccccc4OC)n3)CC2)c1	8%	30%[activator]	13	10
Cc1ccc(-c2nnc(SCC(=O)NNC(=O)COc3cccc(C)c3)n2C)cc1	1%	-2%	-1	1
O=C(C1CCCCC1)N1CCCC(c2nc3c(nnn3Cc3ccccc3)c(=O)[nH]2)C1 (centres undefined)	-11%	-12%	-10	-8
COCCCNC(=O)Cn1nc(-c2ccc(C)cc2)ccc1=O	3%	?	48	1
CC(=O)Nc1nonc1-c1nc2ccccc2n1Cc1nnc(C)o1	-3%	4%	-87*	2
CCC(=O)Nc1cc2c(cc1C(=O)CC)OCCO2	4%	2%	20	-7
Cc1cccc(Nc2nc3ccccc3s2)c1C	-3%	nt	?	nt
CCN(CC)CCCNC(=O)c1nn(-c2ccccc2OC)c(=O)c2ccccc12	3%	6%	-9	13
CC1(C)CC2CC(C)(CN2C(=O)COC(=O)c2cc(Cl)cc(Cl)c2N)C1 (centres undefined)	-3%	3%	-17	-6
CCN(CC)S(=O)(=O)c1ccc(C(=O)NNC(=O)C2CCN(S(=O)(=O)c3ccc(Cl)cc3)CC2)cc1	-9%	nt	-27	nt
CCOc1nc(SCCOc2ccc(C)cc2)nc(N(C)C)n1	-10%	nt	-16	6
Cc1nc(SCC(=O)OCc2ccccc2)c2c(=O)n(C)c(=O)n(C)c2n1	0%	-8%	7	8
Cc1cccc(C(=O)NNC(=O)c2ccccc2)c1	-1%	nt	27	nt
O=C(CSc1nnc(-c2ccco2)n1Cc1ccccc1)c1ccc(F)cc1	-21%	-15%	9	-2
O=C(O)c1cccc(-n2cnnn2)c1	2%	-10%	-2	?
CCN(CC)S(=O)(=O)c1cc(NS(=O)(=O)c2cc(Cl)ccc2Cl)ccc1C	-2%	nt	-6	nt
Cc1cc(C)nc(SCC(=O)Nc2ccccc2[N+](=O)[O-])n1	2%	1%	61	0
O=C(N/N=C/c1ccc(Cl)cc1Cl)c1n[nH]c2c1CCCC2	3%	nt	-84*	nt
CCOC(=O)c1[nH]c2ccccc2c1NC(=O)c1ccc(S(=O)(=O)N2CCCCC2)cc1	-4%	nt	?	nt
COc1cccc(N2CCN(S(=O)(=O)c3ccc4nc(-c5ccccc5)[nH]c4c3)CC2)c1	-1%	9%	?	-3
Cn1c(Cn2nnc3ccccc32)nnc1SCC(=O)N1CCc2ccccc21	2%	4%	?	8
CCOC(=O)c1c(C)[nH]c(C)c1C(=O)CSc1nnc(-c2ccncc2)n1C	4%	-7%	-17	7

(more compounds)
smiles	ALOX12 inhib	15-hLO-2 inh	PNC inhibitor	IMPase cell inh
COc1ccc(C(C)=O)cc1COC(=O)c1cccc(N(C)C)c1	-2%	13%	?	11
CCCCNc1nc(C)nc2c1nc(-c1ccccc1)n2CCCN(CC)CC	2%	33%[activator]	nt	nt
OC(CCCCN1CCCCC1)c1ccccc1 (centres undefined)	-5%	-1%	16	7
O=C(C1CCCN1S(=O)(=O)c1cccc2cccnc12)N1CCc2ccccc2C1 (centres undefined)	-6%	1%	-6	8
COC(=O)CC1Oc2ccc(C)cc2NC1=O (centres undefined)	-1%	0%	?	0
CCOc1cc(S(=O)(=O)N(Cc2ccccc2)Cc2ccccc2)c(OCC)cc1-n1cnnn1	0%	-11%	40	6
Cc1ccc(-c2cc(C(=O)OCC(=O)Nc3ncc(C(F)(F)F)cc3Cl)c3ccccc3n2)cc1	-3%	nt	-24	-10
CCOc1ccccc1NC(=O)CSc1nnc(Cn2c(=O)sc3ccccc32)n1C	8%	nt	-19	-3
O=C(O)CSCc1cn2cc(Cl)ccc2n1	-4%	8%	?	-3
CC(C)c1ccccc1NC(=O)COC(=O)Cc1ccsc1	3%	nt	?	-1
Cc1ccc(C(=O)NNC(=O)C2CCCN(c3ncccn3)C2)cc1 (centres undefined)	-7%	2%	4	6
COc1ccc(-c2c(C)cc3oc(=O)cc(-c4ccccc4)c3c2C)cc1OC	-1%[0.00818 µM]	-4%[0.0915 µM]	nt	nt
CCOC(=O)C1C(=O)NC(SCC(=O)OC)=C(C#N)C1c1ccccc1OCC (centres undefined)	-2%	5%	0	-11
Brc1ccc(-c2nn3c(-c4ccncc4)nnc3s2)o1	-1%	-7%	29	-1
NC(=O)C1(N2CCCCC2)CCN(S(=O)(=O)c2cc(Cl)ccc2Cl)CC1	1%	-1%	-5	-6
Cc1cc(-c2ccccc2)n(-c2ccc(C(=O)NC(C)C)cc2)n1	-1%	1%	-7	3
Cc1ccc(C(C(=O)NC2CCCC2)N(C(=O)Cc2cccs2)c2cccc(C)c2C)o1 (centres undefined)	-1%	-2%[11.4 µM]	?	4[1.84 µM]
CCN(CC)C(=O)CSc1nc2c(sc(=S)n2CC)c(=O)n1-c1ccccc1	1%	-9%	?	10
CCN1CCN(C(=O)N[C@H](C(=O)N[C@@H]2C(=O)N3[C@@H]2SC(C)(C)[C@@H]3C(=O)O)c2ccccc2)C(=O)C1=O	0%[25.6 µM]	7%[25.6 µM]	nt	-6[20.6 µM]
O=C(CNS(=O)(=O)c1ccc(Cl)cc1)OCC(=O)N1CCCc2ccccc21	-2%	nt	?	5
Cc1nc(CNS(=O)(=O)c2ccc3ccccc3c2)cs1	-4%	-4%	-13	5
CC1Cc2ccccc2N1C(=O)CN1C(=O)NC(C)(c2ccc3c(c2)OCCO3)C1=O (centres undefined)	-6%	8%	37	-3
c1ccc2c(c1)OCC(c1csc3ncnc(N4CCCCC4)c13)O2 (centres undefined)	-1%	nt	188	?
CN(C)c1cccc(C(=O)OCC(=O)Nc2nccs2)c1	-2%	nt	?	nt
O=C(O)CCCC(=O)Nc1nc2n(n1)C(c1ccc(F)cc1)CC(c1ccc(Cl)cc1)N2 (centres undefined)	17%	49%[activator]	36	-8

Further records
smiles	ALOX12 inhib	15-hLO-2 inh	PNC inhibitor	IMPase cell inh
C=CCOc1ccc(CNn2cn[nH]c2=S)cc1OCC	2%	-1%	89	3
CN(C)C(CN1C(=O)C2CC=CCC2C1=O)c1cn(C)c2ccccc12 (centres undefined)	-3%	3%	31	1
O=C(C1CCN(S(=O)(=O)N2CCOCC2)CC1)N1CCOCC1	1%	0%	-19	-2
CN1CCCC(OC(=O)CCCCC(=O)OC2CCCN(C)C2)C1 (centres undefined)	-4%	-6%	10	1
COc1cc(OC)cc(C(=O)N2CCC(N3CCN(c4ccccc4)CC3)CC2)c1	-14%	-6%	?	-5
COc1cc(CNCCc2ccccc2)ccc1OCC(N)=O	-1%	nt	?	nt
Cc1cccc(C(=O)c2c[nH]cc2-c2ccccc2)c1	-1%	nt	?	nt
Cc1noc(C)c1C(=O)OCC(=O)c1c[nH]c2ccccc12	-13%	-7%	-14	?
O=C(NCc1ccc(Cl)cc1)C(=O)NCC1OCCN1S(=O)(=O)c1cccs1 (centres undefined)	-6%	nt	-12	nt
CNC(=O)CSc1nnnn1-c1ccc2c(c1)OCCO2	1%	nt	-29	3
O=C(O)[C@H](Cc1cc(I)c(O)c(I)c1)C1CCCCC1	-2%[11.4 µM]	-20%[11.4 µM]	nt	nt
O=C(CN1C(=O)COc2ccccc21)c1ccc(Cl)cc1	-8%	-5%	25	1
COC(=O)CC1C2(C)CC34OC5(C)O[C@@]6(C7/C(=C(/O)C(C)C)C(=O)OC(c8ccoc8)[C@]7(C)C(OC(C)=O)C(OC(C)=O)[C@]6(O5)[C@@]13C)C(OC(C)=O)[C@]4(O)C2OC(=O)C(C)C (some centres undefined)	-1%	-4%	nt	nt
Cc1cc(C)nc(N/C(=N\S(=O)(=O)Cc2ccccc2)Nc2cccc(Cl)c2C)n1	-2%	3%	-16	0
CCCSc1nnc(CSc2nc3nc(C)cc(C)n3n2)o1	5%	-4%	-11	-1
C/C(CC(=O)Nc1ccccc1-c1ccccc1)=N\NC(=O)COc1ccc(C)cc1Br	-5%	-6%	2	7
O=C(CCn1ccc([N+](=O)[O-])n1)NC1CCCCCC1	1%	nt	7	nt
COCCOC(=O)C1=C(C)NC(=O)NC1c1cccs1 (centres undefined)	-5%	0%	10	-3
O=C(CSC1=NCCS1)NC1CCCC1	3%	1%	46	-1
Cc1ccc(N2C(=O)c3ccccc3C2(O)c2ncc[nH]2)cc1 (centres undefined)	-3%	9%	31	3
Cc1cccc(-c2nnc(SCC(=O)Nc3cccc(C(=O)N4CCOCC4)c3)n2C)c1	0%	nt	87	nt
COc1ccc(NC(=S)Nc2cc(S(=O)(=O)N3CCCCC3)ccc2OC)cc1	-7%	nt	?	nt
O=C(COC(=O)C1Cc2ccccc2CN1C(=O)c1ccccc1Cl)Nc1ccc(N2CCOCC2)cc1 (centres undefined)	-1%	nt	1	nt
CS(=O)(=O)Nc1ccc(C(=O)NCc2ccccn2)cc1	3%	10%	?	-3
O=C(CC1Nc2ccccc2NC1=O)Nc1cc(Cl)cc(Cl)c1 (centres undefined)	-3%	-2%	26	-3

(more compounds)
smiles	ALOX12 inhib	15-hLO-2 inh	PNC inhibitor	IMPase cell inh
O=C(CCC(=O)OCC(F)(F)C(F)F)Nc1ccc(Cl)cc1	-7%	1%	-21	3
Cc1cccc(C2(c3cccc(C)c3)CC2C(=O)NCC2CCCO2)c1 (centres undefined)	4%	nt	-29	nt
CC(=O)c1c(C)[nH]c(C(=O)NCCCN2CCCC2)c1C	-7%	1%	7	?
O=C(NNC(=O)C1CCCN(c2ncccn2)C1)c1ccc(F)cc1 (centres undefined)	8%	nt	91	3
COc1ccc(C2N(c3cc(Cl)ccc3OC)C(=O)C3CCCN32)cc1OC (centres undefined)	-2%	3%	?	1
COc1ccc(C2OC(=O)c3ccccc3S2)cc1 (centres undefined)	-4%	-1%	23	7
Cc1ccc(C(=O)CSc2nnc(CNc3ccc(C)cc3C)n2Cc2ccco2)cc1	-18%	7%	-15	-3
COC(=O)C(Nc1nccs1)(OC)C(F)(F)F (centres undefined)	3%	-7%	-7	2
N[C@@H](CNO)C(=O)O	1%[11.4 µM]	14%[11.4 µM]	nt	nt
CC(=O)c1cccc(NC(=O)Nc2ccc(C(=O)N3CCCC3)cc2)c1	0%	1%[2.29 µM]	-3	1
CC(=O)OC1CSc2nc3ccccc3n2C1 (centres undefined)	8%	nt	-14	-2
Cc1ccccc1-c1nc2ccccc2c(=O)n1C1CCS(=O)(=O)C1 (centres undefined)	1%	1%	?	2
CCC(C)NC(=O)c1ccc(CSCc2cccc(F)c2)o1 (centres undefined)	3%	-2%	-21	-4
Cc1nn(C)cc1/C=N\NC(=O)Cc1ccc([N+](=O)[O-])cc1	-5%	nt	-4	nt
Cc1ccc(-c2nnc(SCC(=O)N/N=C/c3c(C)nn(-c4ccccc4)c3C)n2-c2ccc(C)cc2)cc1	0%	nt	2	nt
Cc1cc(C)cc(NC(=O)CSc2nc3c(c(=O)n2C)SC(C)C3)c1 (centres undefined)	0%	-4%	39	0
Cc1ccc(O)c(NC(=O)CCCC(=O)O)c1	-3%	2%	-101*	3
